STAT3 inh – reduces IL-6 driven STAT3 reporter signal; U3A cells, IL-6 STAT3-luciferase reporter, luminescence; host cell line lacks STAT1; inhibition, % at 5.5 µM; 190,000 tested, 0.89% active; AID 862;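 active = inhibition above the mean inhibition across all screened compounds plus 3 SD, cut at about 44% in these data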;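 note: 0% = DMSO only wells and 100% = 100 µM nifuroxazide control wells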
Hsp70 activator – switches on Hsp70 transcription; 200,000 tested, 0.04% active; activation, % at 10 µM; AID 1203; HeLa Hsp70 promoter luciferase reporter, luminescence; scaled: vehicle 0, proteasome-inhibitor control 100%;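 active = activation above the mean across all tested compounds plus 3 SD, cutoff set per campaign, cut at about 5.5% in these data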;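 note: 100% = MG132 at 30 µM as the positive control and 0% = DMSO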
STAT1 inh – STAT1 signaling inhibition. 200,000 tested, 0.35% active. NIH 3T3 STAT1-luciferase reporter, IFN-gamma, luminescence. inhibition, % at 5.5 µM;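 active = inhibition above a set limit, the mean inhibition across all tested compounds plus 3 SD, cut at about 34% in these data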;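 note: 0% = IFN-gamma with DMSO and 100% = IFN-gamma with 300 µM nifuroxazide; values of inactives mirror those of a sister screen read the other way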
STAT1 act – increases IFN-gamma driven STAT1 reporter signal; NIH 3T3 STAT1-luciferase reporter, luminescence; 100% = IFN-gamma alone, no compound; activation (% of control), % at 5.5 µM; 200,000 tested, 2.6% active; AID 932;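 active = activation above the screen-wide mean activation plus 3 SD, cut at about 130% in these data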;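 note: raw ratio to IFN-gamma control signal so 100% means no change and 0% no light; values of inactives mirror those of a sister screen read the other way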
STAT3 activator – STAT3 signaling activation; U3A cells, IL-6 STAT3-luciferase reporter, luminescence; 100% = signal with IL-6 EC80 alone; activation (% of control), % at 5.6 µM; 190,000 tested, 0.91% active; AID 871;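 active = activation above the screen-wide mean of compound activation plus 3 SD, cut at about 130% in these data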;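 note: 0% = background luminescence of wells with medium and substrate only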
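Material: STAT3-luciferase reporter U3A cells; Probe or stimulus: IL-6 (33 ng/mL); Incubation: compound pre-incubation 1 h before IL-6, then 6 h stimulation at 37 °C; Technique: luminescence from STAT3-driven luciferase reporter; Evaluation: % activation versus median of IL-6-stimulated wells; Controls: IL-6-only high control.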
APP 5'UTR act – APP 5'UTR luciferase reporter activation | AID 1276 | activation, % at 2 µM | 190,000 tested, 1% active | SH-SY5Y APP 5'UTR luciferase reporter, luminescence; zero percent = DMSO vehicle wells;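 active = activation above a set limit, based on mean plus 3 SD of controls, cut at about 140% in these data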; note: values of inactives mirror those of a sister screen read the other way
FLuc inh counter – counter-screen for luciferase assay inhibitors: firefly luciferase inhibition. ATPLite firefly luciferase biochemical luminescence, 10 min. AID 1006. inhibition, % at 10 µM. P08659. 200,000 tested, 1.5% active;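 active = inhibition above about 50% when tested at 10 µM, limit read from the data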
Target sequence (P08659 whole entry, looked up): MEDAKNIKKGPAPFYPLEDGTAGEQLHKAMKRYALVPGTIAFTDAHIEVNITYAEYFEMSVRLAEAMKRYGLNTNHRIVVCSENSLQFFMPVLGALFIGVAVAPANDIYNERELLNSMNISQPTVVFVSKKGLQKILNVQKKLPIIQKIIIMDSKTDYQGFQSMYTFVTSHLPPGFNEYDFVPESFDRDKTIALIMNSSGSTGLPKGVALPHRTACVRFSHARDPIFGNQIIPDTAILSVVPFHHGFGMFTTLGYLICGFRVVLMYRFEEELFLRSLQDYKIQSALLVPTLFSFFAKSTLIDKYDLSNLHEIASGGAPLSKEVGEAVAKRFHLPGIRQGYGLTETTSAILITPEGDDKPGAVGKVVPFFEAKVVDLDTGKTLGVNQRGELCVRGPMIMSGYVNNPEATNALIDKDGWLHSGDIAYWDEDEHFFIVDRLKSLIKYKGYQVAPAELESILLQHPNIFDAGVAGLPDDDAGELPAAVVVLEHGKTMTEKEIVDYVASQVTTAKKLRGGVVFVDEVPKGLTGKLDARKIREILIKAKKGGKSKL
NF-kB expr up – compounds increasing NF-kB expression in human neuronal cells; NF-kB reporter expression; active compounds read high; fold change at 12.5 µM; 190,000 tested, 1.6% active; in the data active = fold change above about 3.3
RAM inhibit – yeast RAM network inhibition; S. cerevisiae dse1pr::URA3 reporter, 5-FOA growth OD615, 2 d; analog-sensitive cbk1-as2 kinase mutant strain; inhibition, % at 50 µM; 190,000 tested, 1.8% active;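 active = inhibition above a set limit, 3 SD over mean compound inhibition, cut at about 8.4% in these data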;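 note: 0% = DMSO-only wells with no growth and 100% = 10 µM 1-NA-PP1 full growth; inhibition rescues growth on 5-FOA so higher OD means more RAM inhibition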
APP 5UTR inh – APP translation inhibition; SH-SY5Y APP 5'UTR-luciferase reporter, luminescence; inhibition, % at 2 µM; 190,000 tested, 0.82% active; AID 1285;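 active = inhibition above a set limit, derived from the sample mean plus 3 SD, cut at about 45% in these data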; note: values of inactives mirror those of a sister screen read the other way
* hit, by the source's call; / = no result given.

SMILES	STAT3 inh	Hsp70 activator	STAT1 inh	STAT1 act	STAT3 activator	APP 5'UTR act	FLuc inh counter	NF-kB expr up	RAM inhibit	APP 5UTR inh
COc1ccc(N2C(=O)C3C(c4ccc(C(=O)O)cc4)NC(Cc4ccccc4)(C(=O)O)C3C2=O)c([N+](=O)[O-])c1 (configuration not stated)	7	-0.5	-6	103	98	-1	-2	1.1	-0.4	1
CCOC(=O)N1CCC(Nc2c(NCCCN(C)Cc3ccccc3)c(=O)c2=O)CC1	10	-0.2	-4	103	98	-19	-6	0.97	0.0	19
c1coc(CN=C2NC(=NCc3ccco3)c3ccccc32)c1	-6	0.0	1	99	107	-12	-4	0.88	-1.2	12
C=CCC(CC=C)(NC(=O)c1ccccc1)c1ccccc1	0	-0.1	7	93	106	19	-3	1.5	2.0	-19
CCNC(=S)N1CCN(S(=O)(=O)c2ccc(C)c(C)c2)CC1	7	-0.2	9	90	96	14	-4	1.1	2.6	-14
Cc1nn(C)c(Cl)c1C(N)=O	3	0.1	2	97	102	-7	3	1.2	1.3	7
CCc1ccc(NC(=O)C2CCCN(S(C)(=O)=O)C2)cc1 (configuration not stated)	1	-0.4	-5	103	105	15	-7	1.2	0.6	-15
Cc1ccc2c(c1)N(Cc1ccncc1)C(=O)C(C)O2 (configuration not stated)	-1	-0.2	1	99	103	2	-1	1	0.2	-2
COc1ccc(C(=O)C[n+]2ccc3c(c2)nc(-c2ccc(OC)cc2OC)n3C)cc1	28	-0.1	2	98	81	-4	-7	0.66	-0.1	4
CC(=C1C(=O)c2ccccc2C1=O)N1CCc2ccccc2C1	-18	-0.1	-1	101	118	15	0	1.2	-1.6	-15
Cc1cnc(NC(=O)COc2cccc3c2OC(C)(C)C3)s1	-29	-0.5	-12	111	126	-29	-7	1.6	1.2	29
CCOC(=O)[C@H]1NN=C(C(=O)OC)[C@@H]1c1ccccc1	8	-0.2	7	94	97	-5	-4	1.2	1.1	5
CCOC(=O)N1CCN(CC(O)COc2ccccc2C(C)CC)CC1 (configuration not stated)	-2	0.3	-9	111	104	9	-11	1.2	0.3	-9
O=C(c1ccc(CS(=O)(=O)c2ccc(Br)cc2)o1)N1CCOCC1	13	-0.1	-1	100	96	-7	-4	0.85	0.1	7
NN1C(=O)c2cccc3c(C(=O)O)ccc(c23)C1=O	4	-0.2	3	98	96	-19	-9	1.1	1.1	19
CCN(CC)S(=O)(=O)c1ccc(C(=O)Nc2ccc3c(c2)OCO3)cc1	-2	-0.1	-2	99	105	18	-6	0.96	3.3	-18
CCOC(=O)C1CCN(Cc2ccc(N(C)C)cc2)CC1	5	-0.2	2	99	101	2	-3	1.1	-0.3	-2
O=C(COC(=O)c1ccco1)NCC1CCCO1 (configuration not stated)	0	0.0	-3	102	103	-5	2	1.1	0.4	5
O=C(CSc1nnc(-c2ccco2)o1)N1c2ccccc2CCc2ccccc21	23	-0.4	19	85	83	/	-4	0.67	4.5	-19
O=C(Nc1cc(=O)[nH]c2ncnn12)c1ccc(Cl)cc1Cl	8	-0.1	8	93	97	-4	-1	1	0.4	4
COc1cccc(C(=O)Nc2ccc(S(=O)(=O)Nc3cc(C)nc(C)n3)cc2)c1	7	0.3	2	97	99	-8	-4	1.1	0.5	8
Cc1ccc(OCC(=O)Nc2cccc3c2CCCC3)cc1C	17	-0.1	7	95	92	-15	/	/	/	15
Cc1ccc(-c2cc3nc(-c4ccc(Br)cc4)cc(N)n3n2)cc1	16	-0.4	-8	107	88	29	-5	1.1	3.1	-28
CC(=O)N1CCN=C1SCc1ccc(Br)cc1	15	-0.2	0	100	92	1	-6	1.2	1.4	-1
CC(=O)NS(=O)(=O)c1ccc(NC(=O)CSc2ccc(Cl)cc2)cc1	2	-0.3	-9	106	101	20	-6	0.99	3.9	-20
CN1N=C(c2ccc(F)c(F)c2)CSC1=NCc1ccccc1	18	-0.1	-13	112	88	1	7	1.1	0.1	-1
Cc1[nH]c2ccccc2c(=O)c1CN(C)Cc1ccccc1	2	-0.4	-6	105	102	21	-8	1.4	-0.8	-21
Cc1nc2c(C#N)cnn2c2c1CCNN2C	8	-0.5	-5	102	98	3	-9	0.94	0.2	-3
CCCOc1ccc2c3c(c(=O)oc2c1)CCCC3	15	-0.6	-10	109	90	7	-7	1.3	1.1	-7
CCN1CCN(CC(=O)Nc2cc3c(cc2C(C)=O)OCO3)CC1	16	-0.3	3	97	90	-1	-9	0.95	2.5	1
CCn1c(SCc2nc3ccccc3c(=O)[nH]2)nc2ccccc2c1=O	6	-0.4	4	96	97	7	-3	2.4	2.5	-7
COc1ccc(C)cc1NC(=O)C(OC(=O)CNC(=O)c1cc(C)cc(C)c1)c1ccccc1 (configuration not stated)	-6	-0.3	2	98	104	18	-3	1.2	3.1	-18
CCCn1c(SCC(=O)Nc2ccc3c(c2)OCO3)nc2c1c(=O)n(C)c(=O)n2C	0	0.0	7	94	106	-5	0	0.83	4.5	4
COc1ccc(-c2ccc(CCC(=O)O)n2CC2CCCO2)cc1 (configuration not stated)	7	-0.2	7	95	98	39	-5	1.1	4.0	-39
CCOC(=O)N1CCN(S(=O)(=O)c2ccc(C)c(C)c2C)CC1	-7	-0.2	4	96	106	-14	-3	0.98	-0.3	14
C#CCOCCOCCOCCNc1nc(N2CCN(C(=O)[C@H]([C@@H](C)CC)n3cc([C@@H](N)CO)nn3)CC2)nc(N2CCN(C(=O)[C@H](CCCCN)n3cc([C@@H](N)C(C)CC)nn3)CC2)n1 (some centres not stated)	/	-0.2	0	101	/	0	-9	0.96	-0.1	0
Cc1cc(NC(=O)CCC(=O)N(CC(=O)NC2CCCC2)Cc2ccccc2Cl)no1	12	-0.3	5	95	98	-3	-5	0.95	0.9	3
Cn1c(=O)[nH]c(=O)c2c1nc(Br)n2CC(O)COc1ccccc1 (configuration not stated)	-2	1.2	1	99	107	-3	-1	1	1.3	3
C/C(=C\c1ccccc1)C(=O)c1c(C)cc(C)[nH]c1=O	1	0.1	6	96	104	1	-12	1.1	0.8	-1
O=C(NCC1COc2ccccc2O1)C1(c2ccccc2)CCCC1 (configuration not stated)	10	-0.3	1	97	95	10	-2	0.97	0.6	-10
CCN(Cc1ccccc1)C(=O)c1ccc(SC)cc1OC	21	-0.1	7	93	89	19	-8	0.84	0.0	-19
Cc1ccccc1NC(=S)N(CCN1CCCCCC1)Cc1cccs1	13	-0.2	5	94	96	-14	-5	1.4	1.5	14
CCCCc1cn([C@@H](CCCCNC(=O)OC(C)(C)C)C(=O)N2CCN(C(=O)OC(C)(C)C)CC2)nn1	/	-0.4	7	95	/	2	-6	0.79	0.8	-2
Cc1nn(C)cc1CN(C)C(=O)c1nn2c(c1Br)NC(c1cccs1)CC2C(F)(F)F (configuration not stated)	10	0.3	11	88	97	5	-8	0.84	-0.9	-5
Cc1c(NC(=O)c2cc(-n3cnnc3)ccc2Cl)cccc1-c1nc2ccccc2o1	25	-0.3	7	94	83	-5	21	0.87	2.3	5
COc1cc(C(=O)Nc2ccc(-c3nnc(-c4ccco4)o3)cc2)cc(OC)c1OC	18	0.4	-4	104	88	8	-5	0.32	6.8	-8
COC(=O)CNC(c1ccccc1)c1cc(Br)ccc1NC(C)=O (configuration not stated)	3	-0.2	-5	105	99	-4	-9	1.1	0.8	4
COCCCNC(=O)CCc1nc(-c2ccccc2)no1	3	-0.3	2	99	100	-8	-1	0.99	-0.4	8
CCC(NC(=O)c1ccccc1NC(=O)c1ccccc1)C(=O)OC (configuration not stated)	11	0.1	2	97	96	-6	-2	0.85	-0.3	6
COC(=O)C1=NN(C(=O)c2cccc(Br)c2)C(O)(c2ccc(Cl)cc2)C1 (configuration not stated)	3	0.7	0	98	102	8	26	0.94	3.0	-8
O=C(N/N=C/c1cccc([N+](=O)[O-])c1)c1ccccc1-n1cccc1	13	0.1	8	91	95	10	-2	1.1	0.1	-10
Cn1c(O)c(C(C#N)=C2N=c3ccccc3=N2)c2ccccc21	-34	0.2	14	87	135*	0	8	0.81	5.2	0
CNS(=O)(=O)c1cccc(C(=O)OCC(=O)Nc2ccc(OC)cc2[N+](=O)[O-])c1	1	0.0	-12	110	100	-22	-1	1.3	4.2	22
Cc1ccc(S(=O)(=O)N2CCC(C(=O)NCCc3ccccc3)CC2)cc1	13	-0.1	0	100	94	-4	-9	0.96	2.4	4
O=[N+]([O-])c1cc(Cl)c2cccnc2c1O	-4	-0.3	-14	111	111	-8	-2	1	0.1	8
CN1C(=O)Cn2c1nc1ccccc12	2	-0.3	0	100	100	15	-4	1.6	0.2	-15
NC(=O)CN1CCN(S(=O)(=O)c2ccc(Br)cc2)CC1	12	0.2	2	97	96	-3	-4	0.94	1.4	3
O=C1C(c2ccncc2)=C(O)c2ccccc21	27	-0.1	-1	101	81	160*	83*	3.5*	-0.2	-160
Cc1ncc(CSc2nnnn2-c2ccccc2)c(N)n1	19	-0.3	-1	101	86	6	-3	1.2	1.7	-6
O=C(CN1CCOCC1)NCCC12CC3CC(CC(C3)C1)C2	-2	0.1	-3	102	107	8	-4	1.2	0.0	-8

The list continues:
SMILES	STAT3 inh	Hsp70 activator	STAT1 inh	STAT1 act	STAT3 activator	APP 5'UTR act	FLuc inh counter	NF-kB expr up	RAM inhibit	APP 5UTR inh
Cc1ccc2nc(Cl)c(/C=N/NC(=O)c3ccccc3O)cc2c1	2	-0.2	5	95	100	0	4	1.1	3.5	0
C=CCn1c(N)c(C(=O)Nc2ccccc2OC)sc1=S	-1	0.0	1	99	105	-3	-1	0.85	2.3	3
COc1cccc(/C=C2\SC(=S)N(C(Cc3ccccc3)C(=O)O)C2=O)c1 (configuration not stated)	-1	-0.1	1	97	103	-8	-5	0.97	12*	8
CCc1ccc(NS(=O)(=O)c2ccc3[nH]c(=O)[nH]c3c2)cc1	7	-0.2	-4	103	98	-1	-2	1.1	1.1	1
CCCCOc1ccccc1C1C(C(=O)OC)=CN(CC)C=C1C(=O)OC	14	-0.3	7	94	93	-1	-8	0.87	4.6	2
O=C(CCC(=O)Nc1ccccc1)NNC(=O)C(c1ccccc1)c1ccccc1	5	-0.4	5	95	98	3	-4	1.2	2.5	-3
CS(=O)(=O)Nc1ccc(C(=O)N2CCCC2)cc1	2	-0.4	6	94	103	6	-2	1.1	2.9	-6
COc1ccc(CC(=O)N2CCCC(CNC(=O)c3ccccc3Cl)C2)cc1 (configuration not stated)	-4	-0.1	-16	112	109	-4	-3	1.1	0.0	4
N#CC1=C(N)n2c(s/c(=C\c3ccco3)c2=O)=C(C#N)C1c1ccco1 (configuration not stated)	-79	-0.5	6	94	171*	-12	3	0.84	1.7	12

Profiles as entered above. Order of values: STAT3 inh | Hsp70 activator | STAT1 inh | STAT1 act | STAT3 activator | APP 5'UTR act | FLuc inh counter | NF-kB expr up | RAM inhibit | APP 5UTR inh
`Cc1ccc2nc(Cl)c(/C=N/NC(=O)c3ccccc3O)cc2c1` as listed: 2 | -0.2 | 5 | 95 | 100 | 0 | 4 | 1.1 | 3.5 | 0
`CCC(NC(=O)c1ccccc1NC(=O)c1ccccc1)C(=O)OC` (configuration not stated) as listed: 11 | 0.1 | 2 | 97 | 96 | -6 | -2 | 0.85 | -0.3 | 6
